M4 PAM: potentiates acetylcholine response at human M4 receptor | CHO-K1 hM4/Gqi5, Fluo-8 calcium fluorescence, ACh EC20; 0% = ACh EC20, 100% = maximal ACh | 360,000 tested, 0.4% active | P08173 | activation, % at 3 µM | AID 624126;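 active = activation above its plate's cutoff, the mean activation of sample wells plus 3 SD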; also: some results filed as inactive read as strong as hits
CRFBP-R2 agonist: agonists of human CRF-binding protein/CRF-R2 receptor complex; HEK293 CRF-R2/CRF-BP, calcium dye fluorescence (FLIPR); percent of saturating CRF peptide response; activation, % at 13.2 µM; 350,000 tested, 0.46% active; AID 588473;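 active = activation of at least 50%, plus an integration ratio under a set limit after plate pattern correction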;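 also: plate controls were neutral control wells without compound for no effect and CRF at EC100 for full effect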
CHRM5 agonist: CHRM5 agonism in calcium assay. P08912. CHO-K1 hM5 cells, Fluo-8 calcium fluorescence; 0% DMSO wells, 100% maximal acetylcholine response. activation, % at 3 µM. 360,000 tested, 0.19% active. AID 624037;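 active = activation above the run's mean over test compounds plus 3 SD, cut at about 23% in these data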;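 also: signal is peak over basal fluorescence ratio across the kinetic read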
Target sequence (P08912 whole entry, looked up): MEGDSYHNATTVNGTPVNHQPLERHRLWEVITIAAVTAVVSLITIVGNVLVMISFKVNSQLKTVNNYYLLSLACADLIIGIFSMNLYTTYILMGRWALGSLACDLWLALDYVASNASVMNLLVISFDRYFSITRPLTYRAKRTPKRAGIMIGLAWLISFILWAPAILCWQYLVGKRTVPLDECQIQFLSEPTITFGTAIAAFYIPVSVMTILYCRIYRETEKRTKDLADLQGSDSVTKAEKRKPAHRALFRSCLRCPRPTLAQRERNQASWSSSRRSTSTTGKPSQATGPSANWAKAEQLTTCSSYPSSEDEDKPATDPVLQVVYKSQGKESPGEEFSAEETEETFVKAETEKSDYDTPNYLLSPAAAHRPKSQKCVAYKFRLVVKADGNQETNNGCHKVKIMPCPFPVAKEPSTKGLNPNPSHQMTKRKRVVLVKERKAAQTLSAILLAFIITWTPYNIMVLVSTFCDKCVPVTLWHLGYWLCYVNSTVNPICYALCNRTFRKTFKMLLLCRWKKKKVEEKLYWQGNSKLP
CRFBP-R2 block: blocks CRF-induced signaling of the CRF-BP/CRF-R2 complex; HEK293 CRF-R2/CRF-BP, CRF-induced calcium fluorescence; 350,000 tested, 0.59% active; inhibition, % at 11.8 µM;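 active = inhibition of the ligand-induced calcium signal above about 50% at the single tested concentration, limit read from the data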
CHRM5 antagonist: CHRM5 antagonism in calcium assay; CHO-hM5 cells, Fluo-8 calcium fluorescence, ACh EC80; inhibition, % at 3 µM; 360,000 tested, 0.59% active;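 active = inhibition above a per-plate cutoff, the mean of that plate's test compounds plus 3 SD, cut at about 27% in these data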;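 also: 0% = acetylcholine EC80 with DMSO and 100% = DMSO without agonist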
M1 PAM parental: M1 PAM counterscreen hit in parental CHO-K1 cells | ATP EC20, Fluo-8 calcium fluorescence; 0% at ATP EC20, 100% at ATP max | AID 602247 | 360,000 tested, 0.02% active | activation, % at 3 µM;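 active = activation above the run cutoff, the mean activation of all test compounds plus 3 SD, cut at about 40% in these data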;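 also: peak over basal fluorescence ratio in a 140 s read after ATP addition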
M5 PAM: CHRM5 positive allosteric modulation; P08912; CHO-K1 hM5, Fluo-8 calcium, ACh EC20 PAM; 0% = ACh EC20, 100% = ACh EC100; activation, % at 3 µM; 360,000 tested, 0.3% active; AID 624038;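 active = activation above the run cutoff, the mean activation of all test compounds plus 3 SD, cut at about 18% in these data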
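Test system: CHO-K1 hM5 cells / Doses: single-point, 3 µM nominal / Times: Post-acetylcholine fluorescence recording 140 s / Technique: Fluo-8 calcium fluorescence / Measure: Max/basal fluorescence ratio as % of EC20–EC100 ACh window / Benchmarks: low control EC20 acetylcholine (0%), high control EC100 acetylcholine (100%) / Replicates: one well per compound, no replicates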
TAAR1 ag: human TAAR1 agonism; CHO RD-HGA16 TAAR1, Fluo-8 calcium fluorescence; vehicle wells 0%, saturating PEA agonist 100%; activation, % at 3 µM; 360,000 tested, 0.99% active; Q96RJ0; AID 624467;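 active = activation above the mean activation of all test compounds in the run plus 3 SD, cut at about 38% in these data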
Target sequence (Q96RJ0 whole entry, looked up): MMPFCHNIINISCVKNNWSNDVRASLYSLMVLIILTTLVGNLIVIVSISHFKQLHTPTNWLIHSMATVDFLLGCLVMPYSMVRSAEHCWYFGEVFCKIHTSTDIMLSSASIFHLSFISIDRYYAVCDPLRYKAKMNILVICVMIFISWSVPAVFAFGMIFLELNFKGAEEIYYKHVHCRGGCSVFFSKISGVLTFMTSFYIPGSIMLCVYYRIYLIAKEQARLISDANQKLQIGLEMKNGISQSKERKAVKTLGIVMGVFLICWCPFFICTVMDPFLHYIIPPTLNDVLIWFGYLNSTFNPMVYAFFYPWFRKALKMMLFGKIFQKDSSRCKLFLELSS
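Signal – calcium-sensitive Fluo-8 signal, excitation 470-495, emission 515-575 nm · System – RD-HGA16 (CHO) cells co-expressing Gα16 and hTAAR1 · Incubation – 17-24 h seeding, 75 min 37 °C dye, 30 min RT · Compound dosing – 3 µM single concentration · Repeats – no replicates (n 1)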
TAAR1 antag: human TAAR1 antagonism; CHO RD-HGA16 TAAR1, Fluo-8 calcium fluorescence, antagonist; Q96RJ0; inhibition, % at 3 µM; 360,000 tested, 1.5% active;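 active = inhibition above a per-plate cutoff, the mean inhibition of test compounds on that plate plus 3 SD, cut at about 49% in these data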;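 also: 0% = DMSO plus EC80 beta-PEA response and 100% = DMSO alone without agonist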
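Test system – hTAAR1-expressing CHO RD-HGA16 cells, Gα16-coupled · Reagent – β-PEA at EC80 concentration, post-compound challenge · Compound dosing – 3 µM, single point · Timing – 140 s kinetic read after compound, 140 s after agonist · Detection – Fluo-8 intracellular calcium dye fluorescence, real-time kinetic reads · Control set – DMSO and EC80 PEA controls · Repeats – n of 1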
* = called active by the depositor; . = no result given.

SMILES | M4 PAM | CRFBP-R2 agonist | CHRM5 agonist | CRFBP-R2 block | CHRM5 antagonist | M1 PAM parental | M5 PAM | TAAR1 ag | TAAR1 antag
C#CCOCCOCCOCCNc1nc(N2CCN(C(=O)[C@H](C)n3cc(CCCN=C(N)N)nn3)CC2)nc(N2CCN(C(=O)[C@H](C)n3cc(CCCN=C(N)N)nn3)CC2)n1 | 9 | -0.2 | 2 | 3 | 0 | 25 | 2 | 18 | 6
COc1ccc(S(=O)(=O)Nc2ccc3ccccc3c2)cc1C | -3 | 0.4 | -1 | -24 | 13 | -1 | -12 | 8 | -5
CCCCOc1c(Br)cc(CNCCCN2CCOCC2)cc1OC | 3 | -3.3 | -8 | 8 | 5 | 23 | 8 | 0 | -4
Cc1noc(C)c1COc1cccc(C(=O)N2CCN(C/C=C/c3ccccc3)CC2)c1 | -6 | 0.3 | 0 | 2 | 0 | 9 | -6 | 7 | 18
CCC1(c2ccc(F)cc2)NC(=O)N(CC(=O)NC2CCCCCC2)C1=O (stereo unspecified) | 5 | -2.8 | 5 | -26 | 9 | -9 | -9 | 6 | 5
Cc1ccc(NC(=O)CCN2C(=O)NC3(CCCC3)C2=O)cc1S(=O)(=O)N1CCOCC1 | 8 | 2.8 | 5 | 14 | -12 | 12 | 5 | 8 | -4
CC(=O)Nc1ccc(S(=O)(=O)NCC(=O)OCC(=O)NNC(=O)c2ccccc2)cc1 | 2 | -2.0 | 2 | 24 | 9 | -8 | 0 | 1 | 6
CCNc1nc2[nH]c(=O)c3c(c2s1)OC(N)=C(C#N)C3c1ccc(C)cc1 (stereo unspecified) | -1 | 30 | 1 | -54 | -1 | 19 | -2 | 12 | 4
O=C(CNC(=O)N1CC(=O)Nc2ccccc21)Nc1ccc(Cl)cc1 | -1 | -0.1 | -1 | -9 | -15 | 5 | 4 | 6 | -15
C/C(=N\Nc1nc2ccccc2[nH]1)c1ccc(N2CCOCC2)cc1 | 7 | 0.3 | -3 | 1 | 2 | 2 | 1 | 0 | 5
Cc1ccc(-n2nnnc2CCl)cc1 | -6 | -0.1 | -3 | 6 | -3 | 24 | -1 | 3 | -6
O=c1c2c(nc3nc(SCc4ccccc4)[nH]n13)CCC2 | 0 | -0.9 | 0 | 3 | -1 | 11 | 4 | 11 | -13
CCNc1nc(NCC)nc(OCCOC(C)=O)n1 | 8 | -1.1 | 2 | -5 | -1 | -4 | -5 | 8 | -8
C=CCn1c(C)cc(C2=NNC(=NCc3ccccc3)SC2)c1C | 0 | -1.6 | -2 | 15 | 7 | 9 | -1 | 2 | -14
CC(NS(=O)(=O)c1ccc(OCC(=O)N2CCOCC2)cc1)c1ccccc1 (stereo unspecified) | 12 | -0.4 | 2 | -14 | -6 | 0 | 0 | 7 | 10
CCN(CC)C(CNC(=O)CSc1nnnn1-c1c(C)cccc1C)c1ccco1 (stereo unspecified) | -2 | 0.1 | -5 | 9 | -3 | 13 | 4 | 2 | -37
COc1cccc(C(NC(C)=O)c2nc(-c3cccc(O)c3)cs2)c1 (stereo unspecified) | 12 | . | 1 | . | 6 | 16 | -5 | 2 | 3
CCC1=C(OC(=O)c2ccccc2)C(C)(C)C(c2ccccc2)OC1=O (stereo unspecified) | 14 | 0.6 | -2 | 9 | -8 | 14 | -4 | 10 | -17
Cc1nn(-c2nc3ccccc3[nH]2)c(N)c1-c1ccc(Cl)cc1 | 4 | 8.5 | 12 | -60 | -13 | -13 | 6 | . | .
COc1ccc(C(=O)N/C(=C\c2ccc(SC)cc2)C(=O)NCCCn2ccnc2)cc1OC | 6 | -0.6 | 2 | -1 | 13 | 20 | 3 | 2 | -7
Cc1ccc(S(=O)(=O)N(CCC#N)C2CCCCC2)c2nsnc12 | -2 | -8.2 | -9 | -17 | 2 | 18 | 0 | 4 | -28
CC(C)CC(NC(=O)CCC(=O)OCC(=O)[C@@]1(O)CCC2[C@@H]3CCC4=CC(=O)C=C[C@]4(C)C3[C@@H](O)C[C@@]21C)C(=O)O (stereo partly specified) | 4 | 1.8 | -2 | -11 | 3 | -8 | -3 | 2 | -1
Cc1c(NC(=O)NC2CCCCC2)cccc1[N+](=O)[O-] | 0 | 1.2 | -4 | -15 | 14 | 9 | 0 | 6 | 2
O=C(Nc1ccc(Cl)cn1)Nc1ccc(Cl)cn1 | 3 | 0.9 | -4 | -17 | -3 | 25 | 3 | 2 | 22

A run of entries from further up, as a working copy:
SMILES | M4 PAM | CRFBP-R2 agonist | CHRM5 agonist | CRFBP-R2 block | CHRM5 antagonist | M1 PAM parental | M5 PAM | TAAR1 ag | TAAR1 antag
COc1cccc(C(NC(C)=O)c2nc(-c3cccc(O)c3)cs2)c1 (stereo unspecified) | 12 | . | 1 | . | 6 | 16 | -5 | 2 | 3
CCC1=C(OC(=O)c2ccccc2)C(C)(C)C(c2ccccc2)OC1=O (stereo unspecified) | 14 | 0.6 | -2 | 9 | -8 | 14 | -4 | 10 | -17
Cc1nn(-c2nc3ccccc3[nH]2)c(N)c1-c1ccc(Cl)cc1 | 4 | 8.5 | 12 | -60 | -13 | -13 | 6 | . | .
COc1ccc(C(=O)N/C(=C\c2ccc(SC)cc2)C(=O)NCCCn2ccnc2)cc1OC | 6 | -0.6 | 2 | -1 | 13 | 20 | 3 | 2 | -7
Cc1ccc(S(=O)(=O)N(CCC#N)C2CCCCC2)c2nsnc12 | -2 | -8.2 | -9 | -17 | 2 | 18 | 0 | 4 | -28
CC(C)CC(NC(=O)CCC(=O)OCC(=O)[C@@]1(O)CCC2[C@@H]3CCC4=CC(=O)C=C[C@]4(C)C3[C@@H](O)C[C@@]21C)C(=O)O (stereo partly specified) | 4 | 1.8 | -2 | -11 | 3 | -8 | -3 | 2 | -1
Cc1c(NC(=O)NC2CCCCC2)cccc1[N+](=O)[O-] | 0 | 1.2 | -4 | -15 | 14 | 9 | 0 | 6 | 2
O=C(Nc1ccc(Cl)cn1)Nc1ccc(Cl)cn1 | 3 | 0.9 | -4 | -17 | -3 | 25 | 3 | 2 | 22

More results follow:
SMILES | M4 PAM | CRFBP-R2 agonist | CHRM5 agonist | CRFBP-R2 block | CHRM5 antagonist | M1 PAM parental | M5 PAM | TAAR1 ag | TAAR1 antag
COc1ccccc1/C=C1\S/C(=N/NC(=O)c2cccc(Br)c2)NC1=O | 0 | -2.5 | -1 | 46 | 2 | 14 | -3 | -1 | -11
COc1ccc(OC)c(S(=O)(=O)NCc2csc(-c3ccccc3)n2)c1 | 2 | -0.3 | 4 | -8 | 1 | 14 | 1 | 13 | 7
CCC(C)[C@H](NC(=O)NCc1ccccc1Cl)C(=O)O (stereo partly specified) | 9 | -0.3 | 1 | 6 | 2 | 13 | 0 | 4 | -7
CC(C)CNC(=S)NNC(=O)c1ccc(OC(F)F)cc1 | 9 | 1.5 | 4 | 1 | -1 | 12 | 6 | 2 | 4
CCN(CC)S(=O)(=O)c1cc(NC(=O)COC(=O)C2CCC2)ccc1C | 9 | -0.7 | 5 | 5 | 0 | -3 | 1 | 1 | -5
CCCCCCOc1ccc(N2C(=O)CC(S/C(N)=N/N=C(\C)c3cccs3)C2=O)cc1 (stereo unspecified) | 5 | -0.9 | 1 | -29 | -4 | 8 | 0 | 1 | -16
Cc1ccc(NS(=O)(=O)N2CCOCC2)cc1 | 4 | -0.2 | -2 | 0 | 3 | 10 | -2 | 2 | -56
O=C(NNC(=O)c1ccc2ccccc2n1)c1ccc(O)cc1 | 6 | 0.0 | -1 | -2 | -1 | 6 | -6 | 8 | -10
COC(=O)c1ccccc1SCC(=O)Nc1ccc(N2CCOCC2)cc1 | 2 | -3.2 | -4 | -5 | 17 | -14 | -6 | 1 | -6
O=C(c1ccccc1)N1CCN(c2ncnc3c2cnn3-c2ccccc2)CC1 | 0 | 0.6 | -1 | -5 | -3 | 17 | 1 | 11 | 20
CC(C)=CC(=O)OCC(=O)Nc1ccc(Cl)cn1 | 13 | -0.5 | 0 | -4 | -3 | 9 | -4 | 11 | 9
O=C(Nc1ccc(N2CCN(C(=O)c3cccs3)CC2)cc1)c1cccnc1Cl | 9 | -0.2 | -1 | 2 | 0 | 5 | 3 | 3 | 9
CC(C)=NNc1nc2c(c(=O)n(C)c(=O)n2C)n1CCc1ccccc1 | 1 | -2.4 | -3 | 8 | 12 | 16 | 1 | 5 | -5
CC1CCCC(NC(=O)CCC(=O)c2ccc(F)cc2)C1C (stereo unspecified) | -3 | -5.4 | -2 | 6 | 14 | 10 | -8 | 0 | -8
COc1ccc(/C=C/C(=O)NCCCn2ccnc2)cc1 | 19 | -3.2 | -2 | 37 | 1 | 4 | 2 | 4 | -15
CN(C)CC/C=C1\c2ccc(F)cc2Sc2cc(F)c(Cl)cc21 | -18 | 4.5 | -18 | -18 | 99* | 19 | -32 | 33 | 48
O=C(CSc1nc(C2CCCCC2)nc2ccccc12)N1CCCC1 | -3 | -1.9 | 3 | -32 | 5 | -1 | 4 | 6 | 7
Cc1ccc(NC(=O)N(C2=NCC(C)S2)c2ccccc2)cc1 (stereo unspecified) | -6 | -0.1 | -6 | 8 | -1 | 6 | 1 | 6 | 20
Cc1cccc(C(=O)Nc2ccc(Oc3cnccn3)cc2)c1 | 4 | -0.7 | -4 | 2 | 1 | -3 | -1 | 1 | -7
Cc1nc(Nc2ccc(S(=O)(=O)N3CCCC3)cc2)c2nnn(Cc3ccccc3)c2n1 | 16 | 7.6 | 1 | -48 | -13 | -1 | 6 | 6 | -11
CCS(=O)(=O)CCSc1nc(C)cc(C)c1C#N | 3 | -0.7 | 1 | -17 | 2 | -8 | -7 | 4 | -18
Cc1ccc(C(C)C)c(Oc2cnccn2)c1 | 4 | -8.3 | -3 | 15 | 5 | 15 | -4 | 4 | -5
COc1ccc(NC(=O)c2cc(C3CCCCN3S(=O)(=O)Cc3ccccc3)on2)cn1 (stereo unspecified) | 0 | . | -2 | . | 8 | 7 | -4 | 1 | -5
CN(Cc1nc2ccccc2c(=O)[nH]1)C(=O)C1CC(=O)N(c2cccc3ccccc23)C1 (stereo unspecified) | 6 | 2.4 | -2 | 2 | 13 | -16 | 8 | -1 | -12
Cc1ccc(S(=O)(=O)N2CCC[C@H]2C(=O)OCC(=O)c2ccc3c(c2)NC(=O)CO3)cc1 | -6 | 0.6 | 7 | 18 | 5 | -1 | 1 | 5 | -9
CC(C)COC(=O)/C(C#N)=C/c1cn(Cc2ccccc2)c2ccccc12 | 0 | 2.2 | 1 | 0 | 4 | 15 | -1 | 2 | -19
Cc1ccc(S(=O)(=O)NCCCNS(=O)(=O)c2ccccc2[N+](=O)[O-])cc1 | -1 | -2.1 | 2 | -2 | 4 | -11 | -3 | 3 | 2
O=C1c2ccccc2C(=O)N1Cc1nc(-c2ccccc2)no1 | 2 | -2.5 | -2 | 21 | -1 | 23 | -1 | 4 | 5

Compound activity from PubChem.

Not a hit list. Share with any hit: about 4.2%.
